LDHA block – LDHA (human) enzyme inhibition | P00338 | purified LDHA, NADH/diaphorase-resazurin fluorescence; hits give low values | activity change, % (values are at about 110 or 230 µM) | 480,000 compounds, 0.15% hits | AID 1347041; in the data active = activity change below about -30%; inconclusive = mostly about -25% to -30%;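 note: plate controls were DMSO wells for no effect and wells without enzyme for full effect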
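Enzyme activity of human lactate dehydrogenase 5 (2 nM; 0.06 mM NADH, 0.2 mM pyruvate, 5 min, RT) is measured via a resazurin/diaphorase fluorescence readout of residual NADH.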
TrxR1 substrate – is turned over as a substrate by rat TrxR1; O89049; purified TrxR1 substrate turnover, NADPH consumption readout; Potency, µM (top dose mostly 114 µM), for the others: at the highest dose activity change, negative = substrate turnover; 390,000 compounds, 0.01% hits; AID 588456; note: potency is the fitted concentration of half-maximal effect; % is set by controls: 0 for no effect and ±100 for the full control effect; nearly all actives have a fitted effect of over 50% in size
Target sequence (O89049 whole entry, looked up): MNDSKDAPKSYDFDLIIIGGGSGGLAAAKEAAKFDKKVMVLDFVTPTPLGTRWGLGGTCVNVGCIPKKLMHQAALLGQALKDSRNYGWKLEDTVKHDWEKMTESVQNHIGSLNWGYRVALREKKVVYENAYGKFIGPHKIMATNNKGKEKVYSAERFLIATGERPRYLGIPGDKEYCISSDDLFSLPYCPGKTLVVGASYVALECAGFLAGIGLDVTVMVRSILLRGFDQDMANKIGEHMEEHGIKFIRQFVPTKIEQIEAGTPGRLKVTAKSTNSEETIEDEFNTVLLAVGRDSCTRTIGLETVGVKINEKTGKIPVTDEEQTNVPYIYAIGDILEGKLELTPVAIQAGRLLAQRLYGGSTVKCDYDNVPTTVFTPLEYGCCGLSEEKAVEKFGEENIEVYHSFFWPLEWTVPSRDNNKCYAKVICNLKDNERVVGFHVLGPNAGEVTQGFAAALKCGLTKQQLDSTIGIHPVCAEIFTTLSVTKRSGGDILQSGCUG
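Rat TrxR1, dispensed at 90 nM, was prereduced with 400 uM NADPH (final) for 5 min at ~22 deg C, then incubated with compound 15 min before 400 uM selenite. A first-read NADPH fluorescence drop versus no-compound background flagged substrates.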
mIDH1 inhibitor – blocks human mutant IDH1 R132H enzyme; IDH1-R132H enzyme, NADPH consumption, diaphorase/resazurin fluorescence; Potency, µM (doses to about 76.6 µM), without a hit: top-dose activity change, negative = inhibition, actives largely listed as inhibitors; 390,000 compounds, 0.093% hits; AID 602179; note: potency is the fitted concentration of half-maximal effect; % is set by controls: 0 for no effect and ±100 for the full control effect; nearly all actives have a fitted effect of over 65% in size
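IDH1-R132H (0.5 ug/mL dispensed) in pH 7.5 Tris buffer was preincubated 30 min with compound, then given a substrate mix of 0.016 mM NADPH and 2 mM alpha-KG for 80 min at room temperature; remaining NADPH was read by diaphorase/resazurin fluorescence.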
Vif-A3G inh – blocks the Vif interaction with human APOBEC3G; 410,000 compounds, 0.076% hits; AID 602310; Potency, µM (highest dose often 46.1 µM), inactives show at the top dose activity, negative = active, actives largely listed as inhibitors; HeLa A3G-eYFP + Vif (tagged APOBEC3G with the HIV-1 protein that degrades it), YFP fluorescence, overnight;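 note: potency is the fitted concentration of half-maximal effect; % is set by controls: 0 for no effect and ±100 for the full control effect; nearly all actives have a fitted effect of over 60% in size; hits raise eYFP signal because A3G escapes Vif-driven loss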
Target sequence (Q9HC16 whole entry, looked up): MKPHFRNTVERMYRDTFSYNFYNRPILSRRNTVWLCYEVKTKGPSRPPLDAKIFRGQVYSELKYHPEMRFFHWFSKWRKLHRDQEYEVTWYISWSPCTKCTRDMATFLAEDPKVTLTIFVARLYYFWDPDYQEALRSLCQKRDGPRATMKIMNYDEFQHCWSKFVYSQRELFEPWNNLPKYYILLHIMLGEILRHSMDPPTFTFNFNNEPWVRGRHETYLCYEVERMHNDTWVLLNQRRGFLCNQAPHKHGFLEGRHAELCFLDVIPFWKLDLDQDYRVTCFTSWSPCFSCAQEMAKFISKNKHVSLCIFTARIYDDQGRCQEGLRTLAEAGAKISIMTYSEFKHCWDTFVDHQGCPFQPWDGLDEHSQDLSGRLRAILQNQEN
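HeLa cells stably expressing Vif and C-terminally eYFP-tagged A3G, seeded overnight at 37 deg C, then exposed to compound by pintool overnight at 37 deg C. Rise in yellow fluorescence (Ex 488/Em 500-530, Acumen) marks blocked Vif-driven A3G degradation.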
rTrxR1 inhibitor – inhibitors of rat thioredoxin reductase 1. O89049. recombinant rTrxR1, NADPH fluorescence consumption, selenite substrate. Potency, µM (top dose mostly 114 µM), inactives show top-dose activity change, negative = inhibition, actives largely listed as inhibitors. 390,000 compounds, 1% hits; note: potency is the fitted concentration of half-maximal effect; % is set by controls: 0 for no effect and ±100 for the full control effect; nearly all actives have a fitted effect of over 65% in size
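Rat TrxR1 (90 nM in the dispensed reagent) was pre-reduced with 400 uM NADPH for 5 min at room temperature, then incubated with compound for 15 min. After 400 uM selenite was added, NADPH fluorescence (Ex 340/Em 450 nm) was followed for 8 min.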
USP1 inh – blocks the human USP1/UAF1 deubiquitinase complex; recombinant USP1/UAF1, Ub-Rhodamine cleavage fluorescence; Potency, µM (highest dose often 57.1 µM), for inactives: at the highest dose activity change, negative = inhibition, most hits filed as inhibitors; 390,000 compounds, 0.23% hits; note: potency is the fitted concentration of half-maximal effect; % is set by controls: 0 for no effect and ±100 for the full control effect; nearly all actives have a fitted effect of over 60% in size; inactives centre near -12
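In this screen, compounds sit with the deubiquitinase complex (1nM) for 15 min at room temperature before Ub-Rho is added at 150nM final. Fluorescence rise is then followed for 6 reads every 60 seconds.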
RGS4 inh – inhibitors of human regulator of G protein signaling 4; P49798; Transcreener GDP fluorescence polarization, RGS4-accelerated GTP hydrolysis; Potency, µM (top dose mostly 114 µM), for the others: top-dose activity change, negative = inhibition, most hits filed as inhibitors; 390,000 compounds, 0.039% hits; note: potency is the fitted concentration of half-maximal effect; % is set by controls: 0 for no effect and ±100 for the full control effect; nearly all actives have a fitted effect of over 75% in size; some results filed as inactive show a strong effect at the top dose
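MLSMR compounds (23 nl, pin-transferred) preincubated 10 min at room temperature with a 500nM (2x) first reagent, then RGS4 at 900nM (2x) plus Transcreener GDP mix added; fluorescence polarization (620/688 nm) read before and after 90 min at 30 °C.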
Vif-APOBEC3F blk – Vif-A3F binding inhibition. HeLa A3F-eYFP + Vif (tagged APOBEC3F with the HIV-1 protein that degrades it), YFP fluorescence increase. Potency, µM (series often up to 46.1 µM), inactives show at the highest dose activity, negative = active. 390,000 compounds, 0.2% hits. AID 602313; note: potency is the fitted concentration of half-maximal effect; % of control where 0% means no effect; nearly all actives have a fitted effect of over 65% in size
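HeLa cells stably expressing Vif plus C-terminally eYFP-tagged A3F were seeded, incubated overnight at 37 deg C, dosed with compound, incubated overnight again at 37 deg C. Yellow fluorescence (Ex 488/Em 500-530) reported blocked Vif-mediated A3F-eYFP degradation.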
Glioma ERSR ind – induces the endoplasmic reticulum stress response in human glioma cells. U87-MG GRP78 promoter luciferase reporter, 16 h. Potency, µM, for inactives: at the highest dose activation, actives largely listed as activators. 420,000 compounds, 0.02% hits; note: potency is the fitted concentration of half-maximal effect; series mostly up to about 76 µM; % of control where 0% means no effect; nearly all actives have a fitted effect of over 35% in size
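Stably transfected U87-MG glioma cells carrying a GRP78-based luciferase sensor; 16 h compound incubation. Luminescence end-point read 10 min after Bright-Glo addition at room temperature.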
* hit, by the source's call; u = inconclusive; x = no result given; [ ] = dose if it differs, or a comment. Unless noted, calls come from the whole dose curve; as a rule, active = well fitted curve in the direction sought with a large enough effect; inconclusive = small, poorly fitted or top-dose-only effect, or another doubt; inactive = no such curve, though single readings can be large; an effect the other way counts as inactive or inconclusive.

SMILES	LDHA block	TrxR1 substrate	mIDH1 inhibitor	Vif-A3G inh	rTrxR1 inhibitor	USP1 inh	RGS4 inh	Vif-APOBEC3F blk	Glioma ERSR ind
O=C(Cn1nnc(N2CCCCC2)n1)c1ccc(Cl)c(Cl)c1	-9	3%	8%	1%	22%	-5%	13%	5%	-5%
O=C(C1CCCCN1S(=O)(=O)c1ccccc1)N1CCN(C(c2ccccc2)c2ccccc2)CC1 (stereo not drawn)	0	-11%	-1%	0%	-5%	-5%	11%	1%	-6%
COc1ccc(NS(=O)(=O)c2ccc(OC)c(NC(=O)CCC3CCCCC3)c2)cc1	-5	-11%	-2%	-1%	-7%	-13%	-19%	-5%	-4%
N#Cc1nc(Cc2ccccc2)oc1NCc1cccnc1	-5	-3%	-1%	1%	8%	-11%	11%	-19%	3%
C/C(=N\NC(=O)COc1ccccc1-c1ccccc1)c1cccnc1	-1	6%[57.1 µM]	4%	-4%	11%[57.1 µM]	-9%	-12%	0%	-4%
COc1cccc(C(=O)Nc2ccc(Cl)c(-c3nc4ccccc4[nH]3)c2)c1	5	9%	x	x	19%	-14%	-13%	x	x
Cc1ccc(CCNC(=O)c2cnc3c(C)cccn3c2=O)cc1	-1	21%[57.1 µM]	8%	1%	-1%[57.1 µM]	-13%	6%	-8%	-2%
CC(C)(C)CC(C)(C)c1ccc(O)c(CN2CCN(CCC#N)CC2)c1	7	-9%	8%	-6%	1%	-19%	-9%	4%	5%
CCOc1ccccc1N(CC(=O)Nc1ccccc1C(=O)OC)S(C)(=O)=O	-3	-7%	0%	0%	-3%	-12%	-26%	-2%	-1%
CCCn1c2ccccc2c2cnn(CC(=O)N3CCOCC3)c(=O)c21	-1	-11%	10%	0%	13%	5%	33%	4%	-5%
COc1cccc(/C=N/NC(=S)NCCc2ccccc2)c1OC	-8	-1%	0%	1%	14%	-25%	-10%	1%	6%
C/C(=N\NC(=O)COc1ccccc1-c1ccccc1)c1ccccn1	-4	7%[57.1 µM]	-2%	-1%	21%[57.1 µM]	u	11%	1%	-7%
COc1cc2sc3ccc(C#Cc4ccc(N)cc4)cc3c(=O)c2cc1OC	5	-5%	1%[38.3 µM]	-10%	-22%	-22%	-29%	-21%	-5%
Cc1ccc(NC2CCCN(C(=O)CCCN3CCCCC3=O)C2)cc1C (stereo not drawn)	9	-6%	6%	0%	-18%	-11%	10%	-24%	2%
O=C(CSc1nc(-c2ccco2)cc(C(F)(F)F)n1)NCCc1ccccc1	-3	11%	2%	1%	13%	5%	-1%	-8%	-2%
CCNC(=O)N(CC)C[C@H]1N[C@@](C)(C(=O)OC)[C@H]2C(=O)N(C)C(=O)[C@@H]12	-1	4%	0%[38.3 µM]	0%	12%	-30%	7%	-4%	-4%
O=C1CC(C(=O)O)S/C(=N\NC(=O)c2ccc(F)cc2)N1 (stereo not drawn)	3	0%	6%	0%	9%	-16%	7%	8%	-3%
O=C(COC(=O)c1cccc(Br)c1)NCCNC(=O)COC(=O)c1cccc(Br)c1	-7	3%	-8%	3%	12%	-23%	3%	1%	0%
COc1cc(C(=O)N2CCN(C(=O)C3COc4ccccc4O3)CC2)cc(OC)c1OC (stereo not drawn)	-5	-6%	-7%	1%	-21%	-8%	6%[11.4 µM]	-9%	-1%
COc1ccccc1CC(NC(C)=O)C(=O)N1CCN(C(=O)Nc2ccccc2Cl)CC1 (stereo not drawn)	-3	-11%	-3%	0%	7%	7%	43%	-2%	-4%
CCOC(=O)C1=C(C)OC(N)=C(C#N)C1c1cc(OC)c2c(c1)OCO2 (stereo not drawn)	3	6%[57.1 µM]	1%	-5%	4%[57.1 µM]	-28%	-25%	4%	-1%
Cc1c(Cl)cccc1NC(=S)NCCN1CCOCC1	-1	0%	2%	-4%	-10%	-16%	-13%	-6%	-3%
O=S(=O)(Nc1cc(Cl)cc(Cl)c1)N1CCOCC1	-2	4%	-5%	-1%	16%	-13%	28%	1%	-1%
Cc1cccc(-n2ncc3c(N)ncnc32)c1	-4	5%	-1%	0%	6%	3%	22%	-9%	2%
CCN(C(=O)CN1C(=O)S/C(=C\c2ccc(Cl)cc2)C1=O)C1CCS(=O)(=O)C1 (stereo not drawn)	-14	-4%[57.1 µM]	0%	-1%	4%[57.1 µM]	-5%	-29%[56.9 µM]	-5%	0%

Structural class, the compounds so far containing fluorine (2)
SMILES	LDHA block	TrxR1 substrate	mIDH1 inhibitor	Vif-A3G inh	rTrxR1 inhibitor	USP1 inh	RGS4 inh	Vif-APOBEC3F blk	Glioma ERSR ind
O=C(CSc1nc(-c2ccco2)cc(C(F)(F)F)n1)NCCc1ccccc1	-3	11%	2%	1%	13%	5%	-1%	-8%	-2%
O=C1CC(C(=O)O)S/C(=N\NC(=O)c2ccc(F)cc2)N1 (stereo not drawn)	3	0%	6%	0%	9%	-16%	7%	8%	-3%

Rewritten in CSV form: entries from further up.
Structure,LDHA block,TrxR1 substrate,mIDH1 inhibitor,Vif-A3G inh,rTrxR1 inhibitor,USP1 inh,RGS4 inh,Vif-APOBEC3F blk,Glioma ERSR ind
CCCn1c2ccccc2c2cnn(CC(=O)N3CCOCC3)c(=O)c21,-1,-11%,10%,0%,13%,5%,33%,4%,-5%
COc1cccc(/C=N/NC(=S)NCCc2ccccc2)c1OC,-8,-1%,0%,1%,14%,-25%,-10%,1%,6%
C/C(=N\NC(=O)COc1ccccc1-c1ccccc1)c1ccccn1,-4,7%[57.1 µM],-2%,-1%,21%[57.1 µM],u,11%,1%,-7%

Next section.
SMILES	LDHA block	TrxR1 substrate	mIDH1 inhibitor	Vif-A3G inh	rTrxR1 inhibitor	USP1 inh	RGS4 inh	Vif-APOBEC3F blk	Glioma ERSR ind
CCc1ccc(NC(=O)CN2C(=O)C(c3ccc(Cl)cc3)=NC23CCCCC3)cc1	-5	-3%	x	x	8%	-19%	-22%	x	x
COC(=O)CN1C(=O)C(O)(CC(=O)c2ccc(C)o2)c2ccccc21 (stereo not drawn)	-4	-10%	4%	-3%	-13%	0%	25%	4%	-2%
CC1CCCN(C(=O)CCS(=O)(=O)Cc2ccccc2)C1 (stereo not drawn)	-4	4%	12%	-1%	16%	-1%	29%	-10%	-2%
CCOC(=O)COc1ccc(C)cc1C(=O)c1ccn2nc(-c3ccc(C)cc3)cc2n1	-2	11%	-8%	-7%	18%	-31%	5%	-5%	0%
O=C(O)c1cc(N/N=C/c2c[nH]c3ccccc23)ccc1Cl	8	-9%	6%	1%	-5%	-8%	-26%	1%	-1%
CCOc1cnc(-c2ccc(OC)cc2)o1	0	20%	3%	3%	16%[57.1 µM]	-10%	-9%	3%	2%
O=C(c1ccccc1Sc1cccc2ccccc12)N1CCOCC1	-5	8%	13%	0%	9%	-10%	-8%	-2%	-3%
CCOc1ccccc1NC(=O)Cn1nnc(C(=O)NCCc2ccc(OCC)c(OCC)c2)c1N	-8	8%	-3%	3%	27%	-17%	-15%	1%	-9%
Cn1nnnc1SCCNC(=O)C1CCC(=O)N(Cc2ccccc2F)C1 (stereo not drawn)	-2	-2%	-4%	1%	10%	-22%	32%	9%	-3%
O=C(c1cccnc1)N1CCN(C(=O)c2ccco2)CC1	-3	8%	5%	-5%	3%	-13%	10%	-5%	-3%
CCOC(=O)c1nn(-c2ccccc2)c(=O)c2c(NC(C)=O)scc12	-3	13%[57.1 µM]	4%	-1%	41%[activator][57.1 µM]	-6%	4%	8%	0%
COc1ccc(CN(C)CC(=O)Nc2sc3c(c2C#N)CCC3)c(OC)c1	-2	4%[57.1 µM]	-3%	-5%	15%[57.1 µM]	-25%	-15%	-17%	-3%
CCc1ccc(NC(=O)CCCc2nc(-c3ccco3)no2)cc1	-10	-14%	-11%	-1%	-4%	-16%	16%	4%	-7%

The list is partial (hit frequency here may not be typical).
